# ALOX12 inh: Primary qHTS assay for inhibitors of human arachidonate 12S-lipoxygenase (ALOX12): Round 2; purified 12hLO, xylenol orange hydroperoxide absorbance; Potency, µM (titrated, usually from 108 µM), inactives show top-dose activity change, negative = inhibition, usual class: inhibitors; 580,000 tested, 1.1% active; active means well fitted inhibition curve with a large enough effect; inconclusive means small, poorly fitted or top-dose-only effect, or another doubt; inactive means no such curve, though single readings can be large or run the other way
# Target sequence (P18054 whole entry, looked up): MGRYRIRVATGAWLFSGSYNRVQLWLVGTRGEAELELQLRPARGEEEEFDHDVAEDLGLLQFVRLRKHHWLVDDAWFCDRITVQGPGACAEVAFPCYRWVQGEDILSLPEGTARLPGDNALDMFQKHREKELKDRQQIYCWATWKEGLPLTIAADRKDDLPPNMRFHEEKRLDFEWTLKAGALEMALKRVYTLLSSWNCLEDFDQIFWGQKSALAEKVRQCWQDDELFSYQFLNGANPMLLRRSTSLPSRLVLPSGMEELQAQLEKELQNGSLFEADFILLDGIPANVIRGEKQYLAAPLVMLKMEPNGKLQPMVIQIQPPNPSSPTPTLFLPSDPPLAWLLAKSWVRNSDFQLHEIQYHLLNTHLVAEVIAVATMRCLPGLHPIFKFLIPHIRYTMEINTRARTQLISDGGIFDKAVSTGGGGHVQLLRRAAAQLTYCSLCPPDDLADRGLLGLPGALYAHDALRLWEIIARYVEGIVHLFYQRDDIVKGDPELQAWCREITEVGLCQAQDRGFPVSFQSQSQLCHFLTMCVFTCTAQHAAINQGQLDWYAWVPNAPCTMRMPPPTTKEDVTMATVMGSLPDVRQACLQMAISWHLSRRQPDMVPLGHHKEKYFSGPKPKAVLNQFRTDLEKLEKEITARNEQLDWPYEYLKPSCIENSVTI
#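 Hydroperoxide product was detected by ferrous iron/xylenol orange as the 573 to 405 nm absorbance ratio. Arachidonic acid at 40 uM (final) was turned over for 30 min at room temperature by 150 nM human 12hLO, pH 7.0 Hepes buffer, after 15 min compound preincubation.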
# Starred values were filed as active, the others as inactive; ? = inconclusive; [ ] = remark or other dose. On the % scale 0 is the no-effect control and ±100 the full control effect; potency means the concentration at half of the fitted maximal effect. These rows are one share of the data, so the mix of outcomes need not match the whole.
SMILES,ALOX12 inh
COc1cccc(NC(=O)N2CCN(Cc3nc(-c4ccc(C)cc4)oc3C)CC2)c1,0.5%
N#Cc1ccc(OCC(=O)c2ccc(C3CCCCC3)cc2)cc1,-5.5%
COc1ccc(C2Cn3cnc(-c4nc(-c5ccc6c(c5)OCO6)no4)c3CO2)cc1 (configuration not stated),9.3%
NC(=O)c1ccc(NC(=O)CSc2nc3ncccc3[nH]2)cc1,-22.2%
Cc1cc(C)n(-c2nc3c(c(=O)n(CC(N)=O)c(=O)n3C)n2CCc2ccccc2)n1,35.8%
CSc1ccc(/C=N/NC(=O)C2CC2)cc1,-19.8%
NC(=O)C1CCN(C(=O)/C=C/c2ccc(C(F)(F)F)cc2)CC1,-4.4%
CN(Cc1ccccc1)C(=O)OCc1cn(Cc2ccccc2)nn1,30.1%
CCCCCCn1c(SCCc2ccccc2)nc2c1c(=O)[nH]c(=O)n2C,4.1%
Cc1ccc2nc(-c3ccc(Cl)cc3)c(Cc3ccccn3)n2c1,?
CC(C)Oc1ccc(CN2CCC(C)(c3noc(C4CCOCC4)n3)CC2)cc1,35.3%[activator]
CC(C)NC(=O)c1cc(C(C)(C)C)nc2c1cnn2C,1.7%[12.5 µM]
CC(=O)N1CCC(Cc2ccc(C(=O)NC3CC3)cc2)CC1,40.0%[activator]
CCNC(=O)CN1CN(c2ccccc2)C2(CCN(C(=O)NC34CC5CC(CC(C5)C3)C4)CC2)C1=O,31.9%
O=S(=O)(Nc1cccc(-c2ccc(N3CCCC3)nn2)c1)c1cccc(C(F)(F)F)c1,-64.2%
Cc1ccc(CN2CCN(c3ncncn3)CC2=O)cc1,67.1%[activator]
COc1ccccc1NC(=O)CN1CCC(O)(c2ccc(C)cn2)CC1,72.5%[activator]
Cn1c(=O)c(-c2ccc(Cl)cc2)nc2cncnc21,56.5%[activator]
CCN(C(C)C(=O)Nc1ccc(C)cc1)S(=O)(=O)c1cccc2cc(C)cnc12 (configuration not stated),?
COCCn1ccc2cc(C(=O)Nc3ccc4c(c3)C(=O)N3CCC[C@H]3C(=O)N4)ccc21,19.0%

# Exported with each value named: 4 of the compounds above.
> Cc1cc(C)n(-c2nc3c(c(=O)n(CC(N)=O)c(=O)n3C)n2CCc2ccccc2)n1
- ALOX12 inh: 35.8%
> CSc1ccc(/C=N/NC(=O)C2CC2)cc1
- ALOX12 inh: -19.8%
> NC(=O)C1CCN(C(=O)/C=C/c2ccc(C(F)(F)F)cc2)CC1
- ALOX12 inh: -4.4%
> CN(Cc1ccccc1)C(=O)OCc1cn(Cc2ccccc2)nn1
- ALOX12 inh: 30.1%

# (listing goes on)
SMILES,ALOX12 inh
O=C(c1ccc2c(c1)OCO2)N1CC(c2nnc(-c3ccncc3)o2)C2(CCOCC2)C1 (configuration not stated),13.2%
Cn1nc(C2CCN(C(=O)c3ccncc3)CC2)c2c1CCOC2,41.6%[activator]
O=C(Nc1ccccc1-c1nc(-c2ccco2)no1)c1ccc(Br)o1,20.9%
Cc1cc(SCC(=O)NC(=O)NC2CC2)nc2ccccc12,32.4%
CCOC(=O)C1CCCCN1C(=O)c1ccc(-n2cc(NC(=O)c3cccnc3)cn2)cc1 (configuration not stated),?
CC(=O)Nc1c(-c2ccccc2)c(C)nn1-c1ccc(C(=O)N2CCN(C)CC2)cc1,1.0%
CCC(CC)C(=O)Oc1ccc2c(C)cc(=O)oc2c1,11.5%
O=C(C(=O)N1CCC(CNS(=O)(=O)c2cccc3ccccc23)CC1)c1cccs1,0.6%
CCOc1cc(C#N)ccc1OC(C)C(=O)c1ccc(OC)cc1 (configuration not stated),-23.1%
Cc1ccc(NC(=O)Cc2n[nH]c(=O)c3ccccc23)cc1F,-15.8%
COc1cc(NC(=O)c2cc3ccccc3oc2=O)cc(OC)c1OC,-21.0%
Cc1ccc(-c2noc(CN(C)C(C)c3cc4ccccc4o3)n2)cc1 (configuration not stated),1.9%
O=C(c1ccc2c(c1)CC(=O)N2Cc1ccccc1)N1CCN(C2CCCCC2)CC1,32.0%[activator]
CS(=O)(=O)c1ccc(OC[C@H]2C[C@@H](NC(=O)Nc3ccccc3)[C@H](O)[C@@H]2O)cc1,43.6%[activator][176 µM]
CCC(=O)N1CCc2ccccc21,-38.0%
C/C=C/c1ccc(OCC(=O)N2CCN(S(=O)(=O)c3cc(OC)ccc3OC)CC2)c(OC)c1,6.4%
Cc1ccc(-c2cn3c(n2)CO[C@@H](CNCc2ccc(-c4ccccn4)cc2)C3)cc1,?
CNC(=O)CNC(=O)c1cc(-c2cccs2)nc2ccccc12,?
O=S(=O)(c1ccc(F)cc1)N(Cc1cccnc1)C1CC1,52.8%[activator]
CC1Oc2ccc(NC(=O)c3ccccc3F)cc2CN(CCOc2ccccc2)C1=O (configuration not stated),36.4%
Cn1nccc1C(=O)N1CCC2(CC1)OC(=O)N(CCOc1ccccc1)C2(C)c1cccnc1 (configuration not stated),-0.2%
COc1cccc(C(=O)N2CCc3nc(C4CC4)nc(-c4ccc(Cl)cc4)c3C2)c1,10µM*
COCCn1nnnc1C1CC2(CCOCC2)C(=O)N1Cc1cccc(F)c1 (configuration not stated),36.8%
COc1ccc(C(=O)N2CCC(Cc3nc(C4CC4)n[nH]3)CC2)cn1,17.6%
Cc1ccc(C)n1C1C(=O)N(Cc2ccc(Cl)nc2)c2ccccc21 (configuration not stated),?
COC(=O)[C@@H]1Cc2ncn(Cc3ccc(Cl)cc3)c2CN1S(=O)(=O)c1ccc(C(C)=O)cc1,46.5%[activator]
O=C(NCCN1CCCCC1)C1Cn2cccc2C(=O)N1Cc1cccnc1 (configuration not stated),6.6%
Cc1ccc(CNC[C@H]2O[C@H](Cc3cc(CN(C)Cc4ccccc4)on3)CC[C@@H]2O)cc1,-15.7%
COc1ccc(Oc2coc3cc(OC(C)C(=O)OC(C)C)ccc3c2=O)cc1 (configuration not stated),6.3%
Cc1ccccc1-c1nnc(SCC(=O)c2ccc(C#N)cc2)n1C,?
CCCCCCCOc1cccc(N)c1,?
CN(C)Cc1ccccc1-c1ccc2ncnc(N3CCOCC3)c2c1,?
Brc1cccc(CSc2nc3ncccc3o2)c1,-22.9%
Cc1ccc(-c2ccc(C=O)cc2)c(C)c1,2.4%[12.5 µM]
CCOC(=O)c1cc(C(O)(C(F)(F)F)C(F)(F)F)c(N)o1,-2.1%
CC(C)CNC(=O)C1CC(=O)N(c2n[nH]c3cc(Br)ccc23)C1 (configuration not stated),31.6%[activator]
O=C(O)c1ccccc1NS(=O)(=O)c1cc([N+](=O)[O-])ccc1N/N=C/c1ccsc1,?
O=C(NC1CCCN(c2cc(-c3ccc(F)cc3)[nH]n2)C1)c1cc(F)ccc1F (configuration not stated),20.8%
CCNC(=O)N[C@H]1[C@H](O)[C@@H](N2CCN(C(C)=O)CC2)[C@@H]2OC[C@H]1O2,?
COc1ccc(CC(=O)Nc2ccc([C@H]3OCC(=O)N(Cc4ccncc4)[C@@H]3CO)cc2)cc1,18.4%

# Continued, starting with the last 5 of the part before.
SMILES,ALOX12 inh
CC(C)CNC(=O)C1CC(=O)N(c2n[nH]c3cc(Br)ccc23)C1 (configuration not stated),31.6%[activator]
O=C(O)c1ccccc1NS(=O)(=O)c1cc([N+](=O)[O-])ccc1N/N=C/c1ccsc1,?
O=C(NC1CCCN(c2cc(-c3ccc(F)cc3)[nH]n2)C1)c1cc(F)ccc1F (configuration not stated),20.8%
CCNC(=O)N[C@H]1[C@H](O)[C@@H](N2CCN(C(C)=O)CC2)[C@@H]2OC[C@H]1O2,?
COc1ccc(CC(=O)Nc2ccc([C@H]3OCC(=O)N(Cc4ccncc4)[C@@H]3CO)cc2)cc1,18.4%
CC(C)CN1CCCC(c2nc3ccc(F)cc3c(=O)[nH]2)C1 (configuration not stated),6.9%[176 µM]
Cc1cc(C)cc(NC(=S)NCCc2ccccc2)c1,45.4%[activator]
O=C(COc1ccccc1)NCC(O)c1ccccc1C(F)(F)F (configuration not stated),33.7%
COc1cc(C)c(C)cc1S(=O)(=O)N1CC(C)(C)[C@@](C)(O)C1,28.2%
O=C(CSc1ccncc1)N1CCN2C(=O)N(Cc3ccccc3)C(=O)[C@H]2C1,?
Cc1noc(C)c1S(=O)(=O)N1CCC2(CC1)CC(N(C)Cc1ccccc1)CCO2 (configuration not stated),-4.7%
Oc1ccc(-c2nc(C3CC3)nc3c2CN(Cc2ccc(C(F)(F)F)cc2)CC3)cc1,23.6%
CCCCCCCCN1C(=O)[C@H](CC(=O)N2CCN(C(=O)OCC)CC2)C[C@@]2(C(=O)OC)CCCCC=C12,0.7%
CCC(C)NS(=O)(=O)c1ccc(N2C(=O)CCS2(=O)=O)cc1C (configuration not stated),32.7%[activator]
Cc1cc(=O)oc2cc(OCC(=O)N3CCc4sccc4C3C)ccc12 (configuration not stated),-4.0%
O=C1NCCN2CC3(CCN(C(=O)c4cnccn4)CC3)CC12 (configuration not stated),139.2%[activator]
O=C(NCc1ccccc1F)C1(Cc2nc3ccccc3s2)CCCC1,32.3%
Cc1cccc(CN2CCC3(CC2)CC2C(=O)NCCN2C3)c1 (configuration not stated),80.2%[activator]
COc1cc(-c2ccnc(-c3nnc(C)n3C3CCCCC3)c2)ccn1,5.5%[176 µM]
COc1ccccc1OCCNC(=O)c1ccc(Cn2ccn3nc4c(c3c2=O)CCCC4)cc1,-6.7%
CCc1ccc(-c2nc(C(=O)N3CCN(c4ccc(C(C)=O)cc4)CC3)cs2)cc1,20.8%
O=C(C1CCCC1)N1CCOc2ccc(CN3CCc4ccccc4C3)cc2C1,146.9%[activator]
CCOc1ccccc1CN1CCC([C@@H]2CNC[C@H]2CO)CC1,52.2%[activator]
CCOC(=O)C1(Cc2ccccc2Cl)CCN(Cc2cccc3c2OCO3)CC1,22.5%
Cc1nc2c(C)cccn2c(=O)c1Cc1nnc(SCC(=O)Nc2ccc(C(C)C)cc2)n1C,-20.9%
Cc1cccc(NC(=O)N2CC(C(=O)N(C)C)C3(CCOCC3)C2)c1 (configuration not stated),14.0%
CCC1(C(=O)Nc2ccc(C(C)C)cc2)CCCCC(=O)N1 (configuration not stated),17.6%
CCOC(=O)[C@]12CCCC=C1N(CCC1=CCCCC1)C(=O)[C@H](CC(=O)NCc1ccccc1)C2,?
Cc1cccc(NC(CNS(=O)(=O)c2ccc(Cl)cc2)c2ccccc2)c1 (configuration not stated),?
CCc1noc(-c2cccn3c(CNC(=O)c4cccc(Cl)c4)nnc23)n1,49.8%[activator]
CCN1c2cc(C(=O)Nc3ccccc3)ccc2C(=O)N2CCCCCC21 (configuration not stated),18.6%
O=C(CCc1cccnc1)NCC12CC3CC(CC(C3)C1)C2,-41.5%
N#Cc1cccnc1SCc1cccc(C(F)(F)F)c1,-17.8%
COc1ccc(Nc2nc(-c3ccc(CNC(C)=O)s3)cs2)cc1,?
CNc1ncccc1C(=O)N1CC[C@@H](c2ccc3c(c2)OCO3)[C@H](O)C1,23.3%
COc1ccc(C2Cn3nnc(-c4noc(-c5ccccc5C)n4)c3CO2)cc1 (configuration not stated),39.1%[activator]
COC(=O)[C@@H]1Cc2c([nH]c3ccccc23)[C@H]2C[C@@H](NCc3ccccc3)C[C@@H](c3ccccc3F)N21,?
O=C(c1ccc(Cl)cc1Cl)N1CCC(c2nnc3n2C(C(=O)N2CCN(c4ncccn4)CC2)CC3)CC1 (configuration not stated),4.3%[6.33 µM]
COc1ccccc1C1CN(Cc2cccn2-c2ncccn2)Cc2ccccc2O1 (configuration not stated),-6.2%
COCCn1ncc(N2CCC(NC(=O)C3CCOC3)CC2)cc1=O (configuration not stated),10.9%
CCOc1ccc(C(C)=O)cc1CN(C)CC(=O)Nc1ccc(Cl)c(Cl)c1,-7.0%
COc1cc(/C=C2\NC(=O)NC2=O)cc(I)c1OCc1ccc(F)cc1,?
COc1ccc(C(=O)N2CCN(C(C(=O)O)c3ccc(F)cc3)CC2)cc1 (configuration not stated),-7.4%
Cn1nc(C(=O)Nc2ccccc2C(=O)NCC(F)(F)F)c2ccccc2c1=O,27.4%
COC(=O)[C@]12CCCCC=C1N(Cc1cccc3ccccc13)C(=O)[C@H](CC(=O)N1CCN(C(=O)C3CC3)CC1)C2,-11.1%
COc1ccc(-c2nc3cnc(Nc4cccc(OC)c4)nc3n(C[C@H]3CCCO3)c2=O)cc1,?
CCS(=O)(=O)Nc1ccc(C2(C(=O)NCc3cccc(C)c3)CCC2)cc1,11.2%
COc1ccc(CCc2nnc(NC(=O)c3ccccc3)s2)cc1,-10.9%
C/C(=N/Nc1ccc(S(N)(=O)=O)cc1[N+](=O)[O-])c1ccc(C(C)(C)C)cc1,?
NC(=O)[C@@H]1CN(C(=O)c2cccnn2)C[C@H]1COc1ccccc1,31.4%
CNC(=O)c1cc[nH]c1C1CCCN(C(=O)CCc2nc3ccccc3[nH]2)C1 (configuration not stated),-4.3%
CCOC(=O)C(NC(=O)c1ccc(F)c(F)c1)C(=O)OCC,-31.2%
Cc1cccc(C(=O)N2CCC(Cc3n[nH]c(C)n3)CC2)c1,11.7%
C=C(C)Cn1c(SCC(=O)OC)nc2c1c(=O)[nH]c(=O)n2C,-5.2%
Cc1ccccc1C(=O)NC1CCN(C(C)C)CC1,58.6%[activator]
CNc1nc(-c2ccc3c(c2)OCO3)nc2ccccc12,?
CSc1nnc(CNC(=O)/C=C/c2ccccc2Cl)n1-c1ccc(F)cc1,8.1%
CCn1cc(S(=O)(=O)Nc2ccc(F)cc2C)cn1,?
O=c1cc(CN2CCN(c3ccccc3F)CC2)c2cc(Cl)c(O)cc2o1,-11.4%
CCOc1cccc(CNC(=O)C2Cn3cccc3C(=O)N2Cc2ccccc2)c1 (configuration not stated),-2.3%
CCNC(=O)Nc1ccc([C@H]2OCC(=O)N(Cc3ccc(F)cc3)[C@@H]2CO)cc1,-9.5%[176 µM]

# Screening results: PubChem, National Center for Advancing Translational Sciences (NCATS)
